Source: PubChem BioAssay
C diff HTS: blocks growth of Clostridium difficile; Clostridium difficile clinical isolate growth, OD600, 24 h; hits give low values; growth activity, negative = inhibition, % at 16 µg/mL (by protocol); 86,000 tested, 0.25% active; AID 1259249;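 active = mean growth activity at or below -80% and every replicate also at or below -80%; inconclusive = mean at or below -80% but some replicate above -80%; inactive = mean growth activity above -80%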;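 also: 0% = DMSO wells and -100% = levofloxacin 16 µg/mL wells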
Tcruzi prolif: blocks T. cruzi growth in NIH3T3 culture. T. cruzi beta-gal in NIH3T3, GalScreen luminescence, 90 h. inhibition, % at 8.34 µM. 77,000 tested, 5.9% active. AID 624255;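 active = mean inhibition above about 93%, with at least 55% of replicates each passing it, limit read from the data, passing the limit was not always enough; inconclusive = only one of those two conditions holds; inactive = neither condition holds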
Pf Dd2 inh: inhibitors of Plasmodium falciparum Dd2 growth; P. falciparum Dd2 growth, SYBR Green, 72 h; hits give low values; activity change, % at 10 µM; 94,000 tested, 2.3% active; in the data active = activity change below about -80%; inconclusive = no clear call, values can overlap the other calls
KDM4C inh: KDM4C (human) demethylase inhibition; 96,000 tested, 0.15% active; Q9H3R0; GST-KDM4C 2-372, H3K9me3 peptide, LANCE TR-FRET; inhibition, % at 12.5 µM;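 active = mean replicate inhibition above about 25%, with at least 55% of replicates also reaching it, limit read from the data, passing the limit was not always enough; inconclusive = only one of those two conditions met; inactive = neither condition met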
Target sequence (Q9H3R0 2-372 limits assumed): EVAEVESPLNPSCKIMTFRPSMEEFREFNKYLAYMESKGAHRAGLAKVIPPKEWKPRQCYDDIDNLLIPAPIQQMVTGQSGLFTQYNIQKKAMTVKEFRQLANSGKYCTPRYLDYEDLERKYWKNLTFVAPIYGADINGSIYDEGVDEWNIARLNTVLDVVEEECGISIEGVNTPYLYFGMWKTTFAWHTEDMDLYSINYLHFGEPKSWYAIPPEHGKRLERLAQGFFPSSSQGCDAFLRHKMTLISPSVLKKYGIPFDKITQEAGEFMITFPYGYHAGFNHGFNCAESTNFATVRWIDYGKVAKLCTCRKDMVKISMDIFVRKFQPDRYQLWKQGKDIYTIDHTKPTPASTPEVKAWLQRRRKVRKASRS
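Compound: one test concentration per compound; Material: GST-GASC-1 enzyme fragment 2-372; Amount: GASC-1 enzyme at 10 nM final in reaction; Also added: H3K9me3 peptide substrate, Fe(II), 2-oxoglutarate; Technique: LANCE TR-FRET; Times: 30 min demethylation and 1 h detection at room temperature.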
* = called active by the depositor; ? = inconclusive; . = no result given; & = joins results of further samples.

Each structure is followed by: KDM4C inh	Pf Dd2 inh	Tcruzi prolif	C diff HTS
1: C[C@@H]1CN([C@H](C)CO)C(=O)Cc2cc(NC(=O)CCN3CCOCC3)ccc2O[C@@H]1CN(C)Cc1ccc(C(=O)O)cc1
    1.2	20.5	29.6	-4.3
2: C[C@H]1CCCCO[C@H](CN(C)C(=O)C2CCCCC2)[C@@H](C)CN([C@@H](C)CO)C(=O)c2cc(NC(=O)CCCN(C)C)ccc2O1
    2.9	7.7	25.4	-2.8
3: CCC(=O)Nc1ccc2c(c1)C(=O)N(C)C[C@H](OC)[C@H](C)CN(C(=O)CN1CCOCC1)[C@H](C)CO2
    0.4	.	-82.2	.
4: C[C@@H]1CN([C@H](C)CO)S(=O)(=O)c2ccc(C#CCN(C)C)cc2O[C@@H]1CN(C)Cc1ccccc1F
    2.0	-47.3&-52.3	26.8&80.9	1.1&-4.8
5: O=C(C[C@@H]1CC[C@H](NC(=O)Nc2ccc(C(F)(F)F)cc2)[C@@H](CO)O1)NCc1ccccn1
    1.4	-21.9	-4.6	1.4
6: COc1ccc(NC(=O)N(C)C[C@H]2OCCCC[C@@H](C)Oc3ccc(NS(=O)(=O)c4cn(C)cn4)cc3C(=O)N([C@H](C)CO)C[C@H]2C)cc1
    -7.6	36.3	-18.9	0.3
7: CCS(=O)(=O)Nc1ccc2c(c1)C(=O)N(C)[C@H]1CC[C@H](CC(=O)NCCCN3CCOCC3)O[C@@H]1CO2
    2.0	14.5	.	1.8
8: CCC(=O)N(C)C[C@@H]1Oc2ncc(-c3ccc(C#N)cc3)cc2C(=O)N([C@H](C)CO)C[C@@H]1C
    -1.3	44.5	57.7	1.9
9: CN(C)C(=O)[C@H]1[C@H](CO)[C@H]2Cn3c(cccc3=O)[C@H]2N1CC1CCCC1
    1.6	18.1	7.8	0.3
10: CCS(=O)(=O)N1CCC2(CC1)CN(C(=O)c1cccc(F)c1)[C@@H](CO)c1c2c2ccc(OC)cc2n1C
    0.0	-18.1	.	5.9
11: CNC[C@@H]1OCCCC[C@H](C)Oc2ccc(NC(=O)Cc3ccccc3)cc2C(=O)N([C@@H](C)CO)C[C@@H]1C
    0.3	-2.4	99.1*	1.1
12: O=C(C[C@H]1CC[C@@H]2[C@H](COC[C@H](O)CN2S(=O)(=O)c2ccc(F)cc2)O1)N[C@@H]1CCN(Cc2ccccc2)C1
    0.5	-13.3	18.5	0.3
13: CC(C)CC#Cc1cnc2c(c1)C(=O)N([C@H](C)CO)C[C@@H](C)[C@H](CN(C)Cc1cccc(F)c1)O2
    -2.5	-52.3	102.6*	-1.9
14: CC(C)NC(=O)Nc1ccc2c(c1)C(=O)N([C@H](C)CO)C[C@H](C)[C@H](CN(C)S(=O)(=O)c1ccccc1)OCCCC[C@@H](C)O2
    0.0	20.6	19.3	-5.1
15: C[C@@H]1CN([C@@H](C)CO)C(=O)c2cccc(NS(=O)(=O)c3cn(C)cn3)c2O[C@@H]1CN(C)C(=O)Nc1cccc2ccccc12
    0.0	-22.7	-96.3	.
16: C[C@@H]1CN([C@H](C)CO)S(=O)(=O)c2ccc(-c3cccc(C#N)c3)cc2O[C@@H]1CN(C)CC1CC1
    1.0	-76.2	-14.0	2.6
17: C[C@@H]1CN([C@@H](C)CO)C(=O)Cc2cc(NC(=O)Nc3ccccc3)ccc2O[C@H]1CN(C)CC1CC1
    .	-86.7*	-21.4	1.4
18: C[C@@H]1CN([C@@H](C)CO)C(=O)c2cccc(NC(=O)Nc3ccccc3)c2O[C@@H]1CN(C)C(=O)NC1CCCCC1
    2.0	-72.3	57.5	-9.2
19: O=C([C@@H]1[C@@H](CO)[C@@H]2Cn3c(cccc3=O)[C@H]1N2Cc1cccc(Cl)c1)N1CCCCC1
    2.4	-4.0	34.5	3.1
20: CN(C)C(=O)c1cccc(-c2ccccc2[C@@H]2[C@@H](CO)N(C(=O)C3CC3)[C@H]2C#N)c1
    -1.5	10.2	.	-10.2
21: OC[C@@H]1[C@H](c2ccc(C#CC3CCCC3)cc2)[C@H]2CN(CCC(F)(F)F)CCCCN12
    0.1	?	101.2*	52.9
22: C[C@@H]1CCCCO[C@H](CN(C)Cc2ccc3c(c2)OCO3)[C@@H](C)CN([C@@H](C)CO)C(=O)c2cc(NC(=O)Nc3ccc(F)cc3)ccc2O1
    9.0	-70.4	104.6*	11.1
23: COc1ccc(CN(C)C[C@H]2Oc3ccc(NS(=O)(=O)c4c(C)noc4C)cc3C(=O)N([C@H](C)CO)C[C@H]2C)cc1
    -1.6	23.5	20.5	-1.4
24: C[C@@H]1CCCCO[C@H](CN(C)S(=O)(=O)c2ccc(Cl)cc2)[C@@H](C)CN([C@H](C)CO)C(=O)c2cc(NC(=O)c3ccncc3)ccc2O1
    -0.6	-19.1	16.1	12.0
25: C[C@H]1CN([C@@H](C)CO)C(=O)c2cc(NC(=O)NC3CCCCC3)ccc2O[C@H]1CN(C)S(=O)(=O)c1cccs1
    -1.0	34.0	23.5	-0.7
26: O=C(C[C@H]1CC[C@@H]2[C@H](COC[C@@H](O)CN2Cc2nccs2)O1)NCc1ccc(F)cc1
    -0.7	24.7	7.9	-0.7&-4.2
27: CCS(=O)(=O)Nc1ccc2c(c1)C(=O)N(C)C[C@H](OC)[C@@H](C)CN(C(=O)C1CCC1)[C@@H](C)CO2
    .	-1.2	5.5	1.8
28: CNC[C@@H]1Oc2ccc(NC(=O)Nc3ccc4c(c3)OCO4)cc2C(=O)N([C@@H](C)CO)C[C@H]1C
    -0.3	9.3	-21.7	-0.6
29: O=C(C[C@H]1CC[C@H]2[C@@H](COC[C@H](O)CN2Cc2ccccc2F)O1)NCc1ccccc1F
    0.0	-10.9	35.0	5.3
30: COc1ccc(-c2ccc([C@H]3[C@H](CO)N4C(=O)CN(C(=O)C5CCC5)C[C@@H]34)cc2)cc1
    0.3	-47.8	.	-2.9
31: C[C@@H]1CCCCO[C@@H](CN(C)C(=O)Nc2ccc3c(c2)OCO3)[C@@H](C)CN([C@@H](C)CO)C(=O)c2cc(NC(=O)c3ccccc3)ccc2O1
    0.0	-48.9	.	-10.0
32: C[C@@H]1CN([C@H](C)CO)C(=O)c2cc(C3=CCCCC3)cnc2O[C@@H]1CN(C)C(=O)C1CCOCC1
    -0.6	19.5	50.3	-1.2
33: COc1cccc(S(=O)(=O)Nc2ccc3c(c2)C(=O)N(C)C[C@@H](OC)[C@@H](C)CN(C(=O)Cc2cccnc2)[C@@H](C)CO3)c1
    -2.2	-23.3	.	.
34: CCC(=O)Nc1ccc2c(c1)C(=O)N(C)C[C@@H](OC)[C@@H](C)CN(Cc1ccccc1)[C@H](C)CO2
    -0.6	-16.0	-9.8	.
35: O=C(NCC1CCCCC1)[C@@H]1[C@@H](CO)[C@@H]2Cn3c(ccc(-c4ccccc4)c3=O)[C@H]1N2
    0.0	1.0	3.5	-4.0
36: O=S(=O)(c1ccc(F)cc1)N1CCCCN2[C@H](CO)[C@H](c3ccc(C4=CCCCC4)cc3)[C@H]2C1
    1.0	-68.1	69.4	8.3
37: CO[C@@H]1CN(C)C(=O)c2cc(NC(=O)NC3CCCCC3)ccc2OC[C@H](C)N(CCc2ccccc2)C[C@H]1C
    -2.0	-35.0	17.9	.
38: C[C@@H]1CN([C@@H](C)CO)C(=O)CCCn2cc(nn2)CO[C@H]1CN(C)C(=O)c1ccccc1
    1.4	3.7&11.1	24.9&25.9	4.0
39: C[C@@H]1CN([C@H](C)CO)C(=O)c2cc(C#Cc3ccncc3)cnc2O[C@@H]1CN(C)CC1CCCC1
    3.2	-33.4	83.2	5.5
40: C[C@H](CO)N1C[C@H](C)[C@@H](CN(C)C(=O)CCC(F)(F)F)OCCCC[C@H](C)Oc2ccc(NC(=O)CCCN(C)C)cc2C1=O
    3.4	47.2	15.2	1.0
41: CC(C)NC(=O)N[C@H]1C=C[C@H](CC(=O)NCCN2CCCC2)O[C@@H]1CO
    3.2	9.6	.	6.5
42: CC(C)CC#Cc1ccc([C@@H]2[C@H]3CN(C(=O)c4ccc5c(c4)OCO5)CCCCN3[C@H]2CO)cc1
    -1.8	-6.3	68.3	21.4
43: CNC[C@H]1Oc2cc(-c3cccnc3)ccc2S(=O)(=O)N([C@@H](C)CO)C[C@@H]1C
    -0.8	-26.0	.	0.0
44: CCCN(C)C[C@H]1Oc2ncc(C#CCC(C)C)cc2C(=O)N([C@@H](C)CO)C[C@H]1C
    -2.1	7.9	.	7.4
45: C[C@@H]1CN([C@@H](C)CO)C(=O)c2cccc(NC(=O)c3cnccn3)c2O[C@@H]1CN(C)S(=O)(=O)c1cccs1
    0.2	-13.0	-1.2	-1.1
46: Cc1ccccc1-c1ccc(C2[C@H]3CNC[C@@H]2N3Cc2ccccn2)cc1 (stereo partly specified)
    6.2&1.9	-51.4&-20.6	.	-21.9&-5.8
47: Cc1ccc(S(=O)(=O)N(C)C[C@H]2Oc3ccc(NC(=O)NC4CCCCC4)cc3CC(=O)N([C@H](C)CO)C[C@@H]2C)cc1
    2.0	-66.2	-0.5	-18.8
48: COc1ccc2c3c(n(C)c2c1)[C@H](CO)N(CC1CCCCC1)CC31CN(C(C)=O)C1
    -1.2	-70.1	.	5.4
49: CCC(=O)NC[C@H]1[C@@H](c2ccccc2)[C@H](CO)N1C(=O)C1CCC1
    0.1	-33.1	18.4	2.7
50: Cc1ccc(S(=O)(=O)Nc2ccc3c(c2)C(=O)N([C@@H](C)CO)C[C@@H](C)[C@H](CN(C)S(=O)(=O)c2cccs2)OCCCC[C@@H](C)O3)cc1
    -1.6	.	.	0.1
51: C[C@H](CO)N1C[C@H](C)[C@H](CN(C)S(=O)(=O)c2ccccc2)Oc2ncc(C#CCN(C)C)cc2C1=O
    2.5	-13.7&-5.9	-15.9&5.8	1.2&-1.5
52: COc1ccc(CN(C)C[C@@H]2OCCCC[C@H](C)Oc3ccc(NS(=O)(=O)c4ccccc4)cc3C(=O)N([C@H](C)CO)C[C@@H]2C)cc1
    0.3	-50.7	33.3	3.9
53: Cc1ccc(S(=O)(=O)Nc2ccc3c(c2)C(=O)N([C@@H](C)CO)C[C@H](C)[C@H](CN(C)Cc2ccc(Cl)c(Cl)c2)O3)cc1
    0.9	-22.8	110.0	23.9
54: COCC(=O)Nc1ccc2c(c1)OC[C@@H](C)N(C(=O)c1ccccc1F)C[C@H](C)[C@H](OC)CN(C)C2=O
    -0.5	4.2	-2.7	0.5
55: CCCC#Cc1cnc2c(c1)C(=O)N([C@@H](C)CO)C[C@H](C)[C@H](CN(C)C(=O)NC1CCCC1)O2
    9.0	-12.5	23.0	-1.6
56: Cc1cc(C)cc(NC(=O)Nc2ccc3c(c2)C(=O)N(C)[C@H]2CC[C@H](CC(=O)O)O[C@H]2CO3)c1
    1.4	7.7	-10.4	-1.6
57: C[C@H]1CN([C@@H](C)CO)S(=O)(=O)c2ccc(-c3cccc(C(=O)N(C)C)c3)cc2O[C@H]1CN(C)C(=O)Cc1ccccn1
    1.8	5.8	.	-3.2
58: CCCNC(=O)N1C[C@H](O)COC[C@H]2O[C@@H](CC(=O)N3CCN(C)CC3)CC[C@@H]21
    0.3	26.7	-46.4	0.1&-2.0
59: N#C[C@H]1[C@@H](c2ccccc2)[C@H](CO)N1S(=O)(=O)Cc1ccccc1
    -1.1	24.4	47.9	-16.8
60: CN1c2ccc(-c3cccc(C#N)c3)cc2[C@H]2[C@H](CCN2C(=O)NC2CCCCC2)[C@@H]1CO
    3.0	-15.6	26.4	0.1

Following part.
Each structure is followed by: KDM4C inh	Pf Dd2 inh	Tcruzi prolif	C diff HTS
61: CNC[C@@H]1Oc2cc(C#CCC3CCCC3)ccc2S(=O)(=O)N([C@H](C)CO)C[C@H]1C
    -2.8	-71.6	?	54.5
62: C[C@@H]1CN([C@H](C)CO)C(=O)c2cc(NC(=O)Cc3ccccc3)ccc2O[C@@H](C)CCCCO[C@H]1CN(C)S(C)(=O)=O
    0.1	15.1	51.8	-1.9
63: CN(C)Cc1cn(CC[C@@H]2CC[C@H](NC(=O)Nc3ccccc3F)[C@@H](CO)O2)nn1
    .	16.6	-45.4	2.7
64: C[C@H](CO)N1C[C@H](C)[C@H](CN(C)Cc2ccncc2)Oc2ncc(-c3cc4ccccc4o3)cc2C1=O
    1.2	-19.7	92.4	-0.2
65: COc1cccc(-c2ccc3c(c2)O[C@@H](CN(C)C)[C@H](C)CN([C@@H](C)CO)S3(=O)=O)c1
    0.1	-22.7	.	6.6
66: C[C@@H](NC(=O)C[C@H]1CC[C@@H]2[C@H](COc3ccc(NC(=O)C4CCOCC4)cc3C(=O)N2C)O1)c1ccccc1
    -1.6	-9.5	22.0	-3.8
67: C[C@H](CO)N1C[C@H](C)[C@H](CN(C)C)Oc2ccc(NC(=O)Cn3cnnn3)cc2CC1=O
    1.3	11.1	23.0	1.9

3 of the entries above in order of the Pf Dd2 inh value, ascending.
#	SMILES	Pf Dd2 inh
61	CNC[C@@H]1Oc2cc(C#CCC3CCCC3)ccc2S(=O)(=O)N([C@H](C)CO)C[C@H]1C	-71.6
67	C[C@H](CO)N1C[C@H](C)[C@H](CN(C)C)Oc2ccc(NC(=O)Cn3cnnn3)cc2CC1=O	11.1
63	CN(C)Cc1cn(CC[C@@H]2CC[C@H](NC(=O)Nc3ccccc3F)[C@@H](CO)O2)nn1	16.6
